Source: PubChem
TSG101-PTAP inh: blocks PTAP/TSG101 interaction to inhibit HIV-1 budding; Q99816; Fluorescence polarization, FITC-PTAP peptide / Tsg101 binding; Potency, µM (top dose mostly 115 µM), inactives show top-dose activity change, negative = inhibition, usual class: inhibitors; 340,000 tested, under 10 active; active = well fitted inhibition curve with a large enough effect in the main read-out, with a control signal flat, not every such curve was filed as active; inconclusive = small, poorly fitted or top-dose-only effect, or effect the other way, or a change in a side signal; inactive = no such curve, though single readings can be large or run the other way; also: potency is read from the fitted curve at half-maximal effect; % of control where 0% means no effect
Target sequence (Q99816 whole entry, looked up): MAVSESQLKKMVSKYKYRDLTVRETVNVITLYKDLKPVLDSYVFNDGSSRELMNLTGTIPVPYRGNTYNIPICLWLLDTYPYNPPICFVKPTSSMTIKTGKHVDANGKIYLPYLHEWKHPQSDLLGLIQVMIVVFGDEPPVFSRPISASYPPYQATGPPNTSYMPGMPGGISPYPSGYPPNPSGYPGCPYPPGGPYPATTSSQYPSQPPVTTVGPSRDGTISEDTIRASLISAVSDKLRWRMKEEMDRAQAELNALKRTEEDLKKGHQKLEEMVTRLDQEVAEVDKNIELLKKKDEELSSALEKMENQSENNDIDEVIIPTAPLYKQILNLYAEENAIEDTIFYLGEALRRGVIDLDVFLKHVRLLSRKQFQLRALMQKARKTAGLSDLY
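Steps: Tsg101 binding domain dispensed (10 uM final), compounds pinned in DMSO, FITC-labeled PTAP-motif peptide added (50 nM final); after 20 min binding at room temperature, polarization measured.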
TSHR antagonist: blocks TSH signaling through the human TSH receptor; TSHR-expressing cells, TSH-stimulated cAMP HTRF, 2 h; stronger effect = lower value; activity change, negative = inhibition, % at 11.5 µM; 330,000 compounds, 0.2% hits;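 active = activity change below a set negative limit, meaning inhibition stronger than a set level, cut at about -70% in these data; inconclusive = activity change between two set negative limits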; also: % is scaled to controls: 0 for no effect and ±100 for the full control effect
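Cell-based HTRF cAMP assay; TSHR cells + compound, TSH EC80 (4nM final), 2 h, 37 deg C. Lysis with anti-cAMP cryptate and cAMP-d2, 30 min RT, read 665/620 nm.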
USP2a inh: USP2a (human) protease inhibition | Potency, µM (top dose mostly 38.3 µM), inactives show at the highest dose activity change, negative = inhibition, hits mostly inhibitors | 330,000 compounds, 0.01% hits | AID 463254 | USP2 core, Ub-CHOP2 coupled fluorogenic reporter, 485/531;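 also: potency is read from the fitted curve at half-maximal effect; plate controls were DMSO wells for no effect and full inhibition by NEM control for full effect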
Target sequence (O75604 whole entry, looked up): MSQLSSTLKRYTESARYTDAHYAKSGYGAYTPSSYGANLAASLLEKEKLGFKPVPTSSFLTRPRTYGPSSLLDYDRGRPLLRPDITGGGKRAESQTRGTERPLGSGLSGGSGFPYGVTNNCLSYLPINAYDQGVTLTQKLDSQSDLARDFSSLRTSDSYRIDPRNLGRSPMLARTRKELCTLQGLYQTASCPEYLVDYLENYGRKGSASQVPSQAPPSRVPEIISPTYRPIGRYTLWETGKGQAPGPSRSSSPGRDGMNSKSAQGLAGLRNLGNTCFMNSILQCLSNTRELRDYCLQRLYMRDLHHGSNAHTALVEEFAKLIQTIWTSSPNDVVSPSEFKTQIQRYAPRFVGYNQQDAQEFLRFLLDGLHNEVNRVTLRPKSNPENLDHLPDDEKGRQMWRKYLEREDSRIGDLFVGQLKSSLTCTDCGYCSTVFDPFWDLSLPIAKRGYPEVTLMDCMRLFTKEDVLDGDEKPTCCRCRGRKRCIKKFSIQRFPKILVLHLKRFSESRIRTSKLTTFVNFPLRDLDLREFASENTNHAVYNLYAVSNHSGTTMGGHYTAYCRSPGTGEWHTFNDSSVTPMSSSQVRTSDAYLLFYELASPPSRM
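USP2 core (10nM final) preincubated 30min RT with compound in 20mM Tris-HCl pH 8.0, 2mM CaCl2, 2mM beta-mercaptoethanol, 0.05% CHAPS; 25nM Ub-CHOP2 plus 25nM reporter substrate added, fluorescence (Ex485/Em531) read after 60min.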
uPA generation: cell surface uPA generation inhibition; Potency, µM (top dose mostly 38.3 µM), for inactives: at the top dose activity change, negative = inhibition, most hits filed as inhibitors; 330,000 compounds, 0.31% hits; cell surface uPA generation assay, qHTS; active = well fitted inhibition curve with a large enough effect; inconclusive = small, poorly fitted or top-dose-only effect; inactive = no such curve, though single readings can be large or run the other way; tested in mouse RAW 264.7 cells; also: potency is read from the fitted curve at half-maximal effect; % is scaled to controls: 0 for no effect and ±100 for the full control effect; nearly all actives have a fitted effect of over 55% in size
ELG1 DNA repair: ELG1-dependent DNA repair inhibition. 330,000 compounds, 2.3% hits. AID 504467. Potency, µM (titrated, usually from 46.1 µM), without a hit: at the top dose activity change, negative = inhibition, most hits filed as inhibitors. HEK293T ELG1-luciferase reporter, luminescence, 16 h; DNA damage induced by 5-fluorouridine; also: potency is read from the fitted curve at half-maximal effect; % is scaled to controls: 0 for no effect and ±100 for the full control effect; nearly all actives have a fitted effect of over 55% in size
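Reporter activity after DNA damage by 5-fluorouridine is monitored. Compound-treated cells incubate 16 hr at 37 °C, then ONE-Glo is added for 30 min before luminescence reading.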
Chronic BCR inh: blocks chronic active B-cell receptor signaling; ABC-DLBCL IkBa-CBG/CBR reporter, luminescence ratio, 4 h; Potency, µM (titrated, usually from 46.1 µM), for the others: at the top dose ratio change, negative = lower green/red ratio, most hits filed as inhibitors; 340,000 compounds, 0.05% hits; active = well fitted inhibition curve with a large enough effect in the signal ratio, with a control signal flat, not every such curve was filed as active; inconclusive = small, poorly fitted or top-dose-only effect, or effect the other way, or a change in a side signal; the % refers to the signal ratio;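 also: potency is read from the fitted curve at half-maximal effect; plate controls were basal doxycycline-induced cells for no effect and cells given 10 µM MG132 for full effect; MG132 reads +100%, hits lower the ratio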
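Doxycycline induced both beetle luciferases in TMD8 lymphoma cells; IKK-driven degradation limits the IkappaBalpha-fused green signal, while red luminescence normalises for cell number and nonspecific effects. Compounds tested up to 46 uM, 4 hrs.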
Eya2 phos inh: inhibitors of human Eya2 phosphatase activity; O00167; recombinant Eya2, OMFP fluorescence dephosphorylation (OMFP is methylfluorescein phosphate); Potency, µM (series often up to 76.9 µM), for the others: top-dose activity, negative = inhibition, actives largely listed as inhibitors; 330,000 compounds, 0.006% hits; AID 488837; also: potency is read from the fitted curve at half-maximal effect; % is scaled to controls: 0 for no effect and ±100 for the full control effect
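Eya2 protein (added as 0.2 uM solution) was preincubated with compound for 10 min at ambient temperature in 50 mM HEPES pH 7.5, 50 mM NaCl, 5 uM MgCl2, 0.05% BSA, 1 mM DTT. OMFP (added at 50 uM) then reacted 10 min; fluorescence read at 485/525 nm.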
Tb PFK inh: blocks T. brucei phosphofructokinase; O15648; T. brucei PFK, ADP-Glo luminescence; Potency, µM (highest dose often 57.5 µM), without a hit: at the highest dose activity, negative = inhibition, most hits filed as inhibitors; 330,000 compounds, 0.17% hits; AID 485367;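 also: potency is read from the fitted curve at half-maximal effect; 0% = uninhibited 1x PFK enzyme wells and -100% = no-enzyme wells; nearly all actives have a fitted effect of over 60% in size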
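1.25 nM PFK with 0.5 mM F6P and 0.1 mM ATP in 0.1 M TEA pH 8.0, 5 mM MgCl2, incubated 45 min at room temperature; ADP measured by ADP-Glo luminescence; compounds titrated up to 57 uM.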
TCR activator: activators of T cell receptors; primary human leukocytes, anti-CD3, IL-2 HTRF, 48 h; Potency, µM (titrated, usually from 9.22 µM), for the others: at the top dose activation of IL-2 secretion, usual class: activators; 330,000 tested, under 10 active; AID 504894; also: % of control where 0% means no effect
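Compounds are tested in HTS on primary human leukocytes co-incubated with a-CD3 beads for 48 hr. IL-2 output is measured by time-resolved FRET.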
Mito fusion act: blocks mitochondrial division or promotes mitochondrial fusion; 320,000 compounds, 0.23% hits; S. cerevisiae fusion-defective mutant growth rescue, CellTiterGlo 48 h; Potency, µM (series often up to 46.1 µM), for the others: top-dose growth rescue (activation), most hits filed as activators;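 also: potency is read from the fitted curve at half-maximal effect; % of control where 0% means no effect; nearly all actives have a fitted effect of over 45% in size; temperature-sensitive fusion mutants such as fzo1-1 at 37 °C on non-fermentable ethanol glycerol medium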
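Yeast fusion mutant, YPEG (non-fermentable carbon), compound, 48 h at 37C non-permissive; CellTiterGlo added, 10 min RT, luminescence read. Rescued growth = division inhibition.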
B2AR arrestin: beta2AR (human) beta-arrestin recruitment activity | P07550 | beta-arrestin recruitment to beta2AR, cell-based reporter | Potency, µM (series often up to 46.1 µM), for the others: at the top dose activation, hits mostly activators | 330,000 compounds, 0.02% hits | AID 492947;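 also: potency is read from the fitted curve at half-maximal effect; 0% = DMSO controls and full agonism = EC100 isoproterenol or metaproterenol; nearly all actives have a fitted effect of over 65% in size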
* marks the source's active call; other numbers are inactive results; ? = inconclusive; nt = not tested or not shown; [ ] = remark or other dose. Unless noted, calls follow the shape of the dose curve; as a rule, active = well fitted curve in the direction sought with a large enough effect; inconclusive = small, poorly fitted or top-dose-only effect, or another doubt; inactive = no such curve, though single readings can be large; an effect the other way counts as inactive or inconclusive. Not a hit list, and some 3% of all compounds hit somewhere here.

cpd	Compound	TSG101-PTAP inh	TSHR antagonist	USP2a inh	uPA generation	ELG1 DNA repair	Chronic BCR inh
1	Nc1nnc(SCC(=O)Nc2sc3c(c2C(=O)c2ccccc2)CCCC3)s1	1%	-4	-10%	-5%	-13%	-12%
2	COc1ccc(S(=O)(=O)N2CCc3ccccc32)cc1OC	-5%	-16	0%	-5%	-7%	-1%
3	CC1Cc2ccccc2N1C(=O)COC(=O)CNC(=O)c1ccc(Br)o1 (configuration not stated)	-9%	-3	1%	2%	16%	2%
4	O=C(NCCc1ccc(Cl)cc1)C1CCN(c2cnccn2)CC1	-2%	-10	0%	-1%	-27%	-1%
5	CC(C)(C)NCc1cc(Br)ccc1OCc1cccs1	-1%	3	3%	-2%	-25%	-14%
6	CC(c1nccs1)N(C)C(=O)CCc1nnc(CCc2ccccc2)o1 (configuration not stated)	-2%	5	0%	-2%	3%	9%
7	COc1ccc(/C=N/Nc2nncc3ccccc23)cc1	0%	-11	0%	-12%	?	?
8	CCC(C)[C@H](NC(=O)N1CCCC1)C(=O)O (some centres not stated)	-3%	2	3%	-2%	2%	-2%
9	COc1ccc(S(=O)(=O)N2CCOCC2)cc1C(=O)N(C)Cc1ccco1	-9%	nt	2%	8%	3%	-1%
10	CC(C)C1CCN(C(=O)C2CCC(=O)N(CCc3ccc(Cl)cc3)C2)CC1 (configuration not stated)	-2%	2	-1%	0%	-17%	1%
11	O=C(O)CCNS(=O)(=O)c1cccc(Br)c1	-2%	-23	9%	8%	-1%	5%
12	N#C/C(=C\C1=C(N2CCOCC2)C(=C\c2ccc(Cl)cc2)/CC1)C(=O)Nc1ccccc1F	-5%	4	8%	-6%	?	1%

cpd	Eya2 phos inh	Tb PFK inh	TCR activator	Mito fusion act	B2AR arrestin
1	-24%	-2%	-2%	16%	-0.6%
2	0%	-4%	-9%	0%	-0.2%
3	4%	-4%	4%	-3%	-0.2%
4	2%	0%	0%	-1%	0.3%
5	-4%	7%	1%[46.1 µM]	-12%	-1.0%
6	4%	-10%	1%	4%	0.0%
7	-10%	-5%	6%[46.1 µM]	4%	-0.2%
8	10%[15.4 µM]	0%	0%	2%	0.1%
9	-20%	-11%	2%	nt	-2.0%
10	-4%	1%	3%	9%	-0.1%
11	-3%	1%	-2%	3%	-0.6%
12	-1%	5%	3%[46.1 µM]	-2%	-0.9%

Further records follow:
cpd	Compound	TSG101-PTAP inh	TSHR antagonist	USP2a inh	uPA generation	ELG1 DNA repair	Chronic BCR inh
13	O=C(CC1(O)C(=O)c2ccccc2C1=O)c1ccccc1	-5%	11	4%	4%	14%	?
14	Cc1ccc(SCC(=O)OCC(=O)N(C)CC(=O)Nc2ccc(F)cc2)cc1	-2%	12	-1%	1%	12%	?
15	COc1ccccc1OCC(=O)NCC1CCCN(Cc2cnn(C(C)C)c2)C1 (configuration not stated)	-4%	7	-1%	3%	?	-3%
16	CCc1ccc(NS(=O)(=O)c2cc3c(cc2C)n(C)c(=O)c(=O)n3C)cc1	-3%	3	0%	-26%	-17%	10%
17	COC(=O)[C@@H]1C[C@@]2(O)[C@H](O)[C@H](O)[C@H](O)C[C@H]2N1Cc1ccc(C)s1	0%	5	-10%	6%	?	6%
18	CC1CCCN(S(=O)(=O)c2ccc3c(c2)n(C)c(=O)c(=O)n3C)C1 (configuration not stated)	-4%	1	-3%	3%	-1%	-4%
19	COc1cnn(-c2ccc(C)cc2)c(=O)c1SCc1ccccc1	1%	-5	-1%	1%	?	1%
20	COc1ccc(-c2c(-c3ccc4c(c3)OCO4)noc2C)cn1	-1%	-3	2%	?	?	1%
21	Nc1ccc(C(=O)NCCCCCCNC(=O)c2ccc(N)cc2)cc1	-4%	6	-3%	-7%	?	-11%
22	O=C(c1ccc2c(c1)OCO2)C1CCCN(C(=O)Nc2ccc(F)cc2F)C1 (configuration not stated)	-2%	8	2%	4%	6%	-16%
23	CC(C)[C@H](NS(=O)(=O)c1ccccc1)C(=O)OCn1nnc2ccccc2c1=O	-4%	-1	1%	-1%	?	?
24	CC(=O)Oc1ccc(C(=O)Nc2cc(C)ccc2NC(=O)COc2ccccc2)cc1	-3%	-20	0%	9%	-27%	13%

cpd	Eya2 phos inh	Tb PFK inh	TCR activator	Mito fusion act	B2AR arrestin
13	8%	0%	-6%	1%	3.8%
14	11%	0%	-3%	3%	?
15	1%	0%	2%	0%	0.0%
16	-5%	-4%	-4%	0%	0.0%
17	12%	-9%	-3%	18%	-0.4%
18	-6%	-1%	0%	-4%	2.6%
19	5%	1%	7%	5%	0.5%
20	10%	-5%	12%	2%	0.1%
21	-6%	-7%	-6%	4%	0.3%
22	13%	-11%	0%	5%	5.1%
23	9%	-4%	0%	5%	0.0%
24	10%	3%	-4%	-5%	0.1%

The results go on.
cpd	Compound	TSG101-PTAP inh	TSHR antagonist	USP2a inh	uPA generation	ELG1 DNA repair	Chronic BCR inh
25	O=C(Cn1cc(SCc2ccc(F)cc2)c2ccccc21)N1CCOCC1	-5%	21	-6%	1%	-1%	?
26	CCN(CC)S(=O)(=O)c1ccc(NN=C2CCN(C(C)C)CC2)c([N+](=O)[O-])c1	0%	-3	1%	?	?	?
27	O=C(COC(=O)c1ccc(Cl)cc1O)NC(=O)C1CCCCC1	-3%	-10	4%	0%	6%	0%
28	CCN1C(=O)/C(=C/C=C2\C=CN(CC)c3ccccc32)SC1=S	0%	-9	6%	-1%	?	?
29	COC(=O)c1ccsc1NC(=O)c1ccco1	-6%	-8	0%	-11%	0%	0%
30	CC(=O)NC1=NN(c2ccccc2)C(=O)C1	-5%	23	-1%	3%	-14%	-2%
31	CCCc1nc2ccccc2c(=O)n1-c1ccc(C(=O)OCC)cc1	-1%	-7	2%	1%	?	2%
32	Cc1cnc(NC(=O)CCc2ccccc2)s1	-1%	-6	0%	10µM*	?	?
33	CCOC(=O)c1ccc(N2Cc3ccccc3C2=NC(=O)c2ccncc2)cc1	-3%	-6	0%	1%	?	-14%
34	O=C(NCCc1ccccc1)c1c(F)cccc1F	1%	-36	0%	-8%	?	9%
35	CCC(=O)N1c2ccccc2[C@@H](N(C(C)=O)c2ccccc2)C[C@H]1C	-8%	3	2%	-17%	?	?

cpd	Eya2 phos inh	Tb PFK inh	TCR activator	Mito fusion act	B2AR arrestin
25	1%	-4%	0%[46.1 µM]	6%	-0.7%
26	-6%	-2%	0%	4%	-0.2%
27	-4%	-3%	-8%	-3%	-1.2%
28	-4%	0%	2%[46.1 µM]	-3%	-0.9%
29	4%	2%	0%	3%	0.2%
30	14%	1%	-1%	-5%	-0.4%
31	-4%	-2%	nt	7%	-0.4%
32	8%	1%	-1%	-15%	-0.7%
33	3%	-4%	-1%	11%	0.1%
34	9%	2%	-11%	5%	-0.1%
35	-7%	1%	nt	-4%	-0.5%
